Screens (PubChem)
S3 lipid droplet: qHTS Assay for Lipid Storage Modulators in Drosophila S3 Cells. Drosophila S3 cells, BODIPY lipid droplet fluorescence, 18-24 h; cells fed with added oleic acid. Potency in µM for hits, for the others lipid storage change, negative = inhibition, % at the top dose, mostly 46.1 µM. AID 2685, 2010. 320,000 compounds, 0.64% hits; active = well fitted inhibition curve with a large enough effect in the signal ratio, with a control signal flat, not every such curve was filed as active; inconclusive = small, poorly fitted or top-dose-only effect, or effect the other way, or a change in a side signal; the % refers to the signal ratio
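Drosophila S3 cells loaded with oleic acid (400 uM, as added) and compounds at several concentrations; lipid droplets imaged by 488-nm laser-scanning cytometry, 500–530 nm intensity and object ratio to cell channel. Percent activity normalized to 20 uM Triacsin C.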
S3 lipid droplet cell count max: also measured in S3 lipid droplet; calls as there; cell number change, %; measured here: cell count max response;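 cells counted by Cell Tracker Red CMTPX staining in the red channel; peak over a dose series mostly up to 46.1 µM; percent activity relative to internal control wells on each plate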
An asterisk follows results filed as active. % is set by controls: 0 for no effect and ±100 for the full control effect; potency is the fitted concentration of half-maximal effect. The list is partial; rates above refer to the full screens.

COc1ccc(CCCc2nnc(SCC(=O)Nc3nccs3)n2C)cc1C was read as S3 lipid droplet inconclusive.
For Cc1cc(C(=O)CCC(=O)Nc2ncccc2O)c(C)s1 the results were S3 lipid droplet inactive and S3 lipid droplet cell count max 23.7.
`COc1ccc(CCNC(=O)c2c(C)nn(CC(C)C)c2Cl)cc1OC` gave S3 lipid droplet -20.4% and S3 lipid droplet cell count max 1.1.
For Clc1ccccc1CN(Cc1ccccc1)C(c1cccs1)c1nnnn1C1CCCC1 (stereo not drawn) the results were S3 lipid droplet inconclusive.
For Cc1ccc2c(=O)c(CN3CCCCCC3)c(C)[nH]c2c1C the results were S3 lipid droplet inconclusive.
For Nc1ccc(Oc2ccccc2F)nc1 the results were S3 lipid droplet 8.8% and S3 lipid droplet cell count max -3.8.
C[C@H](NC(=O)C1CCN(C(=O)[C@H](Cc2ccccc2)NC(=O)OC(C)(C)C)CC1)C(=O)O was read as S3 lipid droplet -26.0% and S3 lipid droplet cell count max -17.1.
For CCOC(=O)N1CCC(N2Cc3cccc(C(=O)Nc4cc(F)ccc4F)c3C2=O)CC1 the results were S3 lipid droplet 0.5%.
Cn1ncc([N+](=O)[O-])c1C(=O)Nc1ccccc1C(=O)O was read as S3 lipid droplet inconclusive.
`CCCCCN(C(=O)CCC(=O)OCC(=O)N1CCCCC1)c1c(N)n(CCCC)c(=O)[nH]c1=O` gave S3 lipid droplet inconclusive.
For CC(C)Cc1ccc(C(C)C(=O)Nc2ccc(O)cc2)cc1 (stereo not drawn) the results were S3 lipid droplet inconclusive.
Screening Cc1ccc2c(c1)N(C(=O)CCC(=O)N1CCc3ccccc3C1)CCO2 returned S3 lipid droplet inconclusive.
`CC(C)Nc1nc(NC(C)C)nc(N(C)N)n1` gave S3 lipid droplet inactive.
Screening COc1cccc(C(C(=O)NC2CCCCC2)N(CC2CCCO2)C(=O)CNC(=O)c2ccco2)c1 (stereo not drawn) returned S3 lipid droplet 0.4% and S3 lipid droplet cell count max -10.8.
`COc1ccc(/C=N/NC(=O)C(N)=O)c(OC)c1OC` gave S3 lipid droplet -0.8%.

Gathered by group: the compounds so far containing a halogen
`COc1ccc(CCNC(=O)c2c(C)nn(CC(C)C)c2Cl)cc1OC` gave S3 lipid droplet -20.4% and S3 lipid droplet cell count max 1.1.
For Clc1ccccc1CN(Cc1ccccc1)C(c1cccs1)c1nnnn1C1CCCC1 (stereo not drawn) the results were S3 lipid droplet inconclusive.
For Nc1ccc(Oc2ccccc2F)nc1 the results were S3 lipid droplet 8.8% and S3 lipid droplet cell count max -3.8.
For CCOC(=O)N1CCC(N2Cc3cccc(C(=O)Nc4cc(F)ccc4F)c3C2=O)CC1 the results were S3 lipid droplet 0.5%.

Next part:
`O=C(Nc1ccccc1Cl)N1CCN(C/C=C/c2ccccc2)CC1` gave S3 lipid droplet 12.9% and S3 lipid droplet cell count max 0.7.
For COc1ccc(CNC(=O)c2c(C)nc3ccccn23)cc1 the results were S3 lipid droplet inconclusive.
Cc1cc(C(C)(C)C)n2nc(C)c(-c3ccccc3)c2n1 was read as S3 lipid droplet 9.9% and S3 lipid droplet cell count max 9.1.
COc1ccc(C)cc1S(=O)(=O)N1CCN(S(=O)(=O)c2cc(C(=O)O)ccc2C)CC1 was read as S3 lipid droplet -0.5% and S3 lipid droplet cell count max 12.8.
`O=c1c(C(c2ccc(F)cc2)c2c(O)nc3n(c2=O)CCS3)c(O)nc2n1CCS2` gave S3 lipid droplet inconclusive.
Cc1ccc2nc(CNC(=O)C3CCC(=O)N(Cc4ccccc4F)C3)cn2c1 (stereo not drawn) was read as S3 lipid droplet inactive and S3 lipid droplet cell count max -9.6.
`COc1ccc(COc2ccc3c(C)cc(=O)oc3c2)cc1` gave S3 lipid droplet inactive and S3 lipid droplet cell count max -14.4.
`COC(=O)c1ccccc1NC(=O)C1CCN(C(=O)c2ccc(OC)cc2)CC1` gave S3 lipid droplet -15.3% and S3 lipid droplet cell count max -5.6.
For O=S(=O)(c1ccccc1)N1CCN(c2ncnc3sc(-c4ccccc4)cc23)CC1 the results were S3 lipid droplet inconclusive.
`CCOc1ccccc1N(C)C(=O)Cn1ncc2c([nH]c3ccc(C)cc32)c1=O` gave S3 lipid droplet inactive and S3 lipid droplet cell count max 12.6.
For O=C(NCc1cccs1)C1CCN(S(=O)(=O)c2ccc(Br)s2)CC1 the results were S3 lipid droplet inconclusive.
`O=C(NCc1ccco1)c1n[nH]c(=O)c2ccccc12` gave S3 lipid droplet inactive.
`O=C(NCCc1ccccc1)c1nc2c(nnn2Cc2ccccc2Cl)c(=O)[nH]1` gave S3 lipid droplet 0.9% and S3 lipid droplet cell count max -2.1.
Cc1cc(NC(=O)CN2CCN(C)CC2)no1 was read as S3 lipid droplet inconclusive.
O=C(O)/C=C/C(=O)N1CCN(Cc2ccc3c(c2)OCO3)CC1 was read as S3 lipid droplet inconclusive.
NS(=O)(=O)c1ccc(S(=O)(=O)N(Cc2ccccc2F)CC2CCCO2)cc1 (stereo not drawn) was read as S3 lipid droplet inconclusive.
`CC1CCN(C(=O)CN(Cc2ccccc2)S(C)(=O)=O)CC1` gave S3 lipid droplet -9.0% and S3 lipid droplet cell count max 5.6.
`Cc1cccc(C(=O)Nc2sc(C)c(-c3ccccc3)c2C#N)c1` gave S3 lipid droplet inconclusive.
For Cc1ccn2c(c1)nc(=O)c1cc(S(=O)(=O)N3CCCCC3)ccc12 the results were S3 lipid droplet inconclusive.
`CCN(CC)S(=O)(=O)c1ccc2oc(C(=O)Nc3ccc(OC)cc3OC)c(C)c2c1` gave S3 lipid droplet inconclusive.
Screening COC(=O)C1=C(C)NC2=C(C(=O)CCC2)C1c1cccc(C)n1 (stereo not drawn) returned S3 lipid droplet inactive and S3 lipid droplet cell count max -7.6.
`COc1cc(CC(=O)OCn2nnc3ccccc3c2=O)cc(OC)c1OC` gave S3 lipid droplet inconclusive.
Screening COc1ccc(OC)c(/C=C(\NC(=O)c2ccccc2)C(=O)N/N=C/c2ccc(C)s2)c1 returned S3 lipid droplet -11.9% and S3 lipid droplet cell count max -7.3.
Screening Cc1ccc(S(=O)(=O)N(C)C)cc1NC(=O)c1cccnc1Oc1ccccc1 returned S3 lipid droplet -3.0% and S3 lipid droplet cell count max -10.3.
`Cc1ccc(OCc2n[nH]c(=S)n2-c2ccc(C)cc2)cc1` gave S3 lipid droplet 9.8% and S3 lipid droplet cell count max 10.2.
COc1ccc(NC(=O)c2cccnc2SC)cc1OC was read as S3 lipid droplet 2.9% and S3 lipid droplet cell count max 14.1.
Screening COc1ccc(C(=O)Nc2c(Cl)cc(Cl)cc2C(=O)N2CCC(C)CC2)cc1 returned S3 lipid droplet inconclusive.
For CCCCn1c(SCC(=O)/C(C#N)=C(\C)N)nc2ccccc2c1=O the results were S3 lipid droplet inconclusive.
For O=C(O)c1ccccc1C1Nc2ccccc2C(=O)N1CCCN1CCOCC1 (stereo not drawn) the results were S3 lipid droplet -7.4% and S3 lipid droplet cell count max -7.6.
NC(=O)C1CCN(C2CC(=O)N(Cc3ccc(N4CCCC4=O)cc3)C2=O)CC1 (stereo not drawn) was read as S3 lipid droplet inconclusive.
`COC(=O)c1ccc(NC(=O)CSc2nc3ccccc3c(=O)[nH]2)cc1` gave S3 lipid droplet inconclusive.
`CC(CNS(=O)(=O)c1ccccc1)(c1ccccc1)N1CCCCC1` (stereo not drawn) gave S3 lipid droplet 5.8% and S3 lipid droplet cell count max 9.2.
Screening COc1ccc2ccccc2c1/C=N/NC(=O)c1nnn(-c2nonc2N)c1CN(C)C returned S3 lipid droplet -3.4% and S3 lipid droplet cell count max -10.3.
Screening CCOC(=O)C1=C(N)Oc2c(oc(CO)cc2=O)C1c1ccc(F)cc1 (stereo not drawn) returned S3 lipid droplet -7.1% and S3 lipid droplet cell count max -22.6.
Screening Cc1cccc(NC(=O)C2=C(O)c3ccccc3N(C)S2(=O)=O)c1 returned S3 lipid droplet -5.1% and S3 lipid droplet cell count max -4.9.
`NC(=O)C1CCN(C(=O)c2ccc([N+](=O)[O-])cc2NC(=O)c2cccs2)CC1` gave S3 lipid droplet inconclusive.
For COc1cccc(OC)c1C(=O)NC(=O)Nc1c(C)cccc1C the results were S3 lipid droplet 5.8% and S3 lipid droplet cell count max -4.7.
Screening CCOC(=O)c1c(NC(=S)NC(=O)c2ccco2)sc2c1CCCC2 returned S3 lipid droplet inconclusive.
C[C@H](C(=O)C=[N+]=[N-])N1C(=O)c2ccccc2C1=O was read as S3 lipid droplet inconclusive.
For CCC(=O)c1ccc(OCC(=O)NCC2(N3CCCCC3)CCCCC2)cc1 the results were S3 lipid droplet -0.6% and S3 lipid droplet cell count max 1.0.
`O=C(Nc1cccc(C(=O)O)c1)/C(=C\c1ccco1)NC(=O)c1ccccc1` gave S3 lipid droplet -5.6% and S3 lipid droplet cell count max 13.0.
Screening Cc1ccc(N(CC(=O)Nc2ccc(C)cn2)S(=O)(=O)c2c(C)nn(C)c2C)cc1 returned S3 lipid droplet inconclusive.
CCN1C(Nc2ccccc2)=NC[C@@H]1C was read as S3 lipid droplet 22.8% and S3 lipid droplet cell count max 16.2.
`COc1ccc(NC(=O)C2CC(=O)N/C(=N/N=C/c3ccccc3)S2)cc1` (stereo not drawn) gave S3 lipid droplet inconclusive.
`Cc1c(NC(=O)CN2C(=O)c3ccccc3S2(=O)=O)c(=O)n(-c2ccccc2)n1C` gave S3 lipid droplet -6.1% and S3 lipid droplet cell count max -15.3.
`CC1=C(C(=O)Nc2ccc(C)cc2)C(c2ccco2)NC(=O)N1` (stereo not drawn) gave S3 lipid droplet 2.5% and S3 lipid droplet cell count max 8.5.
Cc1ccc(CNC(=O)COC(=O)C2CCN(S(=O)(=O)c3cccs3)CC2)cc1 was read as S3 lipid droplet inconclusive.
`COc1ccccc1NC(=O)NCc1ccco1` gave S3 lipid droplet -2.8% and S3 lipid droplet cell count max -18.7.
For CC[n+]1c(/C=C(\C)OC)sc2ccccc21 the results were S3 lipid droplet inconclusive.
`COc1ccc(C(C)=O)cc1CC(=O)NC1CCCCCC1` gave S3 lipid droplet inconclusive.
For Cc1cc(C)c2oc(C(=O)Nc3ccc(S(=O)(=O)Nc4nccc(C)n4)cc3)cc(=O)c2c1 the results were S3 lipid droplet inactive.
Screening CCCCCO returned S3 lipid droplet inconclusive.
Screening O=C(Cc1ccccc1[N+](=O)[O-])NCc1ccc2c(c1)OCO2 returned S3 lipid droplet 8.7%.
For COC(=O)C1=C(C(=O)c2ccccc2)C(c2ccc(OC)c(OC)c2)Nc2nnnn21 (stereo not drawn) the results were S3 lipid droplet inconclusive.
Screening CCOC(=O)c1c(NC(=O)CCC(=O)N2CCOCC2)sc2c1CC(C)(C)OC2 returned S3 lipid droplet -7.9% and S3 lipid droplet cell count max 10.8.
For Cc1cc(NC(=O)OC2CCCCC2)ccc1[N+](=O)[O-] the results were S3 lipid droplet inconclusive.
For CCOC(=O)Nc1ccc(S(=O)(=O)N2CCOCC2)cc1 the results were S3 lipid droplet 13.6% and S3 lipid droplet cell count max 9.8.
Screening CC1CC2=C(NC(=S)NC2c2ccc(F)cc2)/C(=C/c2ccc(F)cc2)C1 (stereo not drawn) returned S3 lipid droplet 0.5% and S3 lipid droplet cell count max -5.4.
C/C=C(\C)C(=O)NCCN1C2=NC[C@@H](C)N2C[C@@H]1Cc1ccc(OC)cc1 was read as S3 lipid droplet inactive and S3 lipid droplet cell count max -12.0.
Screening CCN(CC)S(=O)(=O)c1cc(NC(=O)C2=COCCO2)ccc1Cl returned S3 lipid droplet inconclusive.

Continued; it opens with the 4 that closed the last part.
For CCOC(=O)Nc1ccc(S(=O)(=O)N2CCOCC2)cc1 the results were S3 lipid droplet 13.6% and S3 lipid droplet cell count max 9.8.
Screening CC1CC2=C(NC(=S)NC2c2ccc(F)cc2)/C(=C/c2ccc(F)cc2)C1 (stereo not drawn) returned S3 lipid droplet 0.5% and S3 lipid droplet cell count max -5.4.
C/C=C(\C)C(=O)NCCN1C2=NC[C@@H](C)N2C[C@@H]1Cc1ccc(OC)cc1 was read as S3 lipid droplet inactive and S3 lipid droplet cell count max -12.0.
Screening CCN(CC)S(=O)(=O)c1cc(NC(=O)C2=COCCO2)ccc1Cl returned S3 lipid droplet inconclusive.
Screening COCCNC(=O)Cc1c(C)c2c(cc(C)c3c(C(C)(C)C)coc32)oc1=O returned S3 lipid droplet inconclusive.
For CC1(C)CC(=O)C=C(Nc2ccc3c(c2)CCC3)C1 the results were S3 lipid droplet inconclusive.
Clc1cccc(Cl)c1Cn1nnc(N2CCCC2)n1 was read as S3 lipid droplet 5.7% and S3 lipid droplet cell count max 14.4.
`O=C(c1c[nH]c(C(=O)C(Cl)(Cl)Cl)c1)c1c(F)cccc1F` gave S3 lipid droplet inconclusive.
Screening COc1cc(OC)cc(C(=O)NCC(=O)OCC(=O)Nc2ccc(C)c(S(=O)(=O)N3CCOCC3)c2)c1 returned S3 lipid droplet inactive and S3 lipid droplet cell count max 1.8.
`Cc1ccc(S(=O)(=O)N2CCOCC2)c2nsnc12` gave S3 lipid droplet inconclusive.
O=C(COc1ccc2ccccc2c1Br)N1CCCCC1 was read as S3 lipid droplet 4.9%.
For CSc1ccc2[nH]c(=O)cc(C)c2c1 the results were S3 lipid droplet 13.9% and S3 lipid droplet cell count max -10.0.
Screening CCN(CC)S(=O)(=O)c1ccc(N2CCCC2)c(NC(=O)Cc2c(F)cccc2Cl)c1 returned S3 lipid droplet inconclusive.
`Nc1ccc(C(=O)Nc2ccc3nc(-c4ccncc4)[nH]c3c2)cc1` gave S3 lipid droplet -12.4% and S3 lipid droplet cell count max -8.9.
COCC(C)n1c(SCc2nc(N)nc(Nc3ccccc3C)n2)nc2ccccc2c1=O (stereo not drawn) was read as S3 lipid droplet inconclusive.
`CCOC(=O)N1CCN(C(=O)CN(C)S(=O)(=O)c2ccc(OC)c(OC)c2)CC1` gave S3 lipid droplet inconclusive.
